CaV13 FRET inh = Disruptors of the CACNA1D IQ motif to Ca2+-dependent inactivation inhibitor domain association, primary screening, Förster resonance energy transfer in intact living …; 340,000 tested, 0.098% active; HEK cells, CFP/YFP FRET ICDI-IQ, plate reader, 10 min; percent FRET-ratio fall versus neutral wells; inhibition, % at 12.3 µM;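 active = mean replicate inhibition of at least 30% and at least 1% of replicates passing that level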;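 note: 0% = median of the neutral control wells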
HIF-2a block = HIF-2a reporter inhibitors, primary screen, luminescence, 786-0 RCC cells; 786-0 RCC cells HIF-2a reporter, luciferase luminescence, overnight; inhibition, % at 18.8 µM; 360,000 tested, 0.72% active;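 active = inhibition of the luminescence signal of 40% or more relative to plate controls, in a single-dose primary screen at 18.75 µM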
aDG glyco act = activators of alpha-DG glycosylation, primary screen, uHTS, Pro5-aDG cells, AlphaScreen | alpha-DG glycosylation AlphaScreen (IIH6); 0% Pro5, 100% B10-LARGE cell signal | activation, % at 10 µM | 360,000 tested, 0.22% active;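 active = activation of at least 8% versus controls, or a plate z-score of at least 8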;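 note: Pro5 are CHO cells carrying HIG-tagged alpha-DG that lacks glycosylation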
Granule exo inh = LAMP-1 surface exposure blockers, TALL-104 cells – cell-based, flow cytometry, MLPCN library, primary screen; TALL-104 LAMP-1 surface exposure; cells stimulated with thapsigargin and PMA; inhibition, % at 10 µM; 360,000 tested, 0.66% active; AID 651702, 2012;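 active = inhibition above about 55%, limit read from the data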
* marks the source's active call; other numbers are inactive results. Not all compounds are listed. The share of hits here may be higher or lower than overall.

Start of the listing, in advance, 13 compounds:
SMILES	CaV13 FRET inh	HIF-2a block	aDG glyco act	Granule exo inh
Cc1cccc(C)c1N1C(=O)c2ccccc2NC(=O)C1C(=O)Nc1ccc2c(c1)OCCO2 (centres undefined)	-11	1	0.2	-4
COC(=O)C[C@H]1CC[C@@H](NC(=O)c2ccncc2)[C@@H](CO)O1	-5	-2	-0.1	-3
O=C(NCc1ccccc1)C1C(c2ccc3c(c2)OCO3)=Nc2ccccc2N1C(=O)c1cccc(C(F)(F)F)c1 (centres undefined)	-9	-21	-0.2	13
CC1(C(=O)NCc2ccccc2)CN(S(C)(=O)=O)CC(=O)N1C1CCN(Cc2ccccc2)CC1 (centres undefined)	-6	5	-0.4	-1
COc1ccc(C(C(=O)Nc2ccc(F)cc2)N2CCN(c3ccncc3)CC2)cc1 (centres undefined)	-3	-82	0.0	1
Cc1cccc(C)c1N1C(=O)c2ccccc2NC(=O)C1C(=O)NCC(C)C (centres undefined)	-12	6	0.0	18
CC1(C(=O)NCc2ccccc2)CN(S(C)(=O)=O)CC(=O)N1CCc1ccccc1F (centres undefined)	-11	13	-0.1	-2
CC(C)(C)NC(=O)C(c1ccc(C#N)cc1)n1c(=O)c(-c2cc3ccccc3[nH]2)nc2ccccc21 (centres undefined)	-35	-37	2.3	4
Cc1cccc(C)c1NC(=O)C(CCc1ccccc1)n1c(=O)c(-c2ccccc2)nc2ccccc21 (centres undefined)	-10	21	-0.4	15
c1ccc(-c2nc3ccccc3n2C(c2ccccc2)c2nc3ccccc3[nH]2)cc1 (centres undefined)	-6	-192	0.0	-5
CSCCC(C(=O)NCc1ccccc1)n1c(-c2ccc3c(c2)CCO3)nc2ccccc21 (centres undefined)	-4	-35	0.1	4
COc1ccc(C2=Nc3ccccc3N(C(=O)c3ccc4ncccc4c3)C2C(=O)NC(C)(C)C)cc1 (centres undefined)	-11	-152	-0.4	-2
CO[C@H]1CN(C)C(=O)c2cc(NS(=O)(=O)c3ccccc3)ccc2OC[C@@H](C)N(Cc2ccccn2)C[C@@H]1C	-6	5	0.2	-7

Results, from the start:
SMILES	CaV13 FRET inh	HIF-2a block	aDG glyco act	Granule exo inh
Cc1cccc(C)c1N1C(=O)c2ccccc2NC(=O)C1C(=O)Nc1ccc2c(c1)OCCO2 (centres undefined)	-11	1	0.2	-4
COC(=O)C[C@H]1CC[C@@H](NC(=O)c2ccncc2)[C@@H](CO)O1	-5	-2	-0.1	-3
O=C(NCc1ccccc1)C1C(c2ccc3c(c2)OCO3)=Nc2ccccc2N1C(=O)c1cccc(C(F)(F)F)c1 (centres undefined)	-9	-21	-0.2	13
CC1(C(=O)NCc2ccccc2)CN(S(C)(=O)=O)CC(=O)N1C1CCN(Cc2ccccc2)CC1 (centres undefined)	-6	5	-0.4	-1
COc1ccc(C(C(=O)Nc2ccc(F)cc2)N2CCN(c3ccncc3)CC2)cc1 (centres undefined)	-3	-82	0.0	1
Cc1cccc(C)c1N1C(=O)c2ccccc2NC(=O)C1C(=O)NCC(C)C (centres undefined)	-12	6	0.0	18
CC1(C(=O)NCc2ccccc2)CN(S(C)(=O)=O)CC(=O)N1CCc1ccccc1F (centres undefined)	-11	13	-0.1	-2
CC(C)(C)NC(=O)C(c1ccc(C#N)cc1)n1c(=O)c(-c2cc3ccccc3[nH]2)nc2ccccc21 (centres undefined)	-35	-37	2.3	4
Cc1cccc(C)c1NC(=O)C(CCc1ccccc1)n1c(=O)c(-c2ccccc2)nc2ccccc21 (centres undefined)	-10	21	-0.4	15
c1ccc(-c2nc3ccccc3n2C(c2ccccc2)c2nc3ccccc3[nH]2)cc1 (centres undefined)	-6	-192	0.0	-5
CSCCC(C(=O)NCc1ccccc1)n1c(-c2ccc3c(c2)CCO3)nc2ccccc21 (centres undefined)	-4	-35	0.1	4
COc1ccc(C2=Nc3ccccc3N(C(=O)c3ccc4ncccc4c3)C2C(=O)NC(C)(C)C)cc1 (centres undefined)	-11	-152	-0.4	-2
CO[C@H]1CN(C)C(=O)c2cc(NS(=O)(=O)c3ccccc3)ccc2OC[C@@H](C)N(Cc2ccccn2)C[C@@H]1C	-6	5	0.2	-7
O=C(C[C@@H]1C=C[C@H](NC(=O)Cc2ccccn2)[C@@H](CO)O1)NCCc1ccccc1	-4	-2	0.0	2
Cc1ccc(-c2nc3ccccc3n2C(C(=O)NC(C)(C)C)C2CC2)cc1 (centres undefined)	-9	-2	0.3	-6
COC(=O)[C@@]12C[C@@H](CC(=O)N3CCCCC3)C(=O)N(Cc3ccccc3)C1=CCC(C)(C)C2	-1	8	0.2	22
COc1ccc(N2CCN(C3C(=O)Nc4ccccc4-n4nnnc43)CC2)cc1 (centres undefined)	-7	-14	0.0	0
CCCCCCCCN1C(=O)[C@H](CC(=O)NCCC(C)C)C[C@@]2(C(=O)OCC)CCC=C12	-10	3	-0.1	-10
COCCN1C(=O)CSCC1(C)C(=O)Nc1c(C)cccc1C (centres undefined)	-6	-1	-0.1	-4
O=C(Nc1ccc2c(c1)OCCO2)C(C1CC1)n1c(=O)c(-c2ccco2)nc2ccccc21 (centres undefined)	-16	0	-0.2	-5
O=C(NC1CCCCC1)C(c1cccc2ccccc12)n1c(=O)c(-c2cc3ccccc3[nH]2)nc2ccccc21 (centres undefined)	-31	9	1.5	-2
Cc1ccc(-c2nc3ccccc3n2C(C)C(=O)NC(C)(C)C)cc1 (centres undefined)	-10	-36	-0.1	17
CN(CCc1ccccc1)C(C(=O)c1ccc2c(c1)OCO2)c1nnnn1-c1ccccc1NC(=O)OC(C)(C)C (centres undefined)	-7	-106	0.0	11
CC1(C(=O)NCc2ccccc2)CSCC(=O)N1Cc1ccco1 (centres undefined)	-9	5	0.1	-4
COC(=O)[C@@]12C[C@@H](CC(=O)NCC34CC5CC(CC(C5)C3)C4)C(=O)N(Cc3ccco3)C1=CCC(C)(C)C2	-14	4	0.2	18
More compounds follow:
SMILES	CaV13 FRET inh	HIF-2a block	aDG glyco act	Granule exo inh
O=c1cccc(-c2cccc3ccccc23)o1	-3	-46	-0.2	-2
Cc1cccc(C)c1NC(=O)C(c1ccncc1)N1CCN(CCN(C)C)CC1 (centres undefined)	-3	3	0.1	0
Cc1nc2ccccc2n1C(c1cccnc1)c1nc2ccccc2[nH]1 (centres undefined)	-8	-50	0.0	2
COc1ccc(C2=Nc3ccccc3N(C(=O)c3cccnc3)C2C(=O)NC(C)(C)C)cc1 (centres undefined)	-4	-83	-0.2	-7
Cc1ccc(S(=O)(=O)N2C(c3ccc(Cl)c(Cl)c3)CC=C(C(=O)O)C2c2ccc(Cl)cc2)cc1 (centres undefined)	-10	-21	-0.1	1
CC(C)NC(=O)C1C(c2ccc(C(F)(F)F)cc2)=Nc2ccccc2N1C(=O)c1ccco1 (centres undefined)	-10	-3	0.1	4
COc1ccccc1OCCn1nc2ccccc2c1OC	-10	-20	0.0	-1
CC(C)(C)NC(=O)C(c1cc2ccccc2o1)n1c(-c2ccc(-c3ccccc3)cc2)nc2ccccc21 (centres undefined)	-8	-219	0.4	9
Cc1cc2c(cc1C)-n1nnnc1C(N1CCN(c3ccccn3)CC1)C(c1ccc3c(c1)OCO3)=N2 (centres undefined)	-16	-158	-0.4	3
COC(=O)[C@@]12C[C@@H](CC(=O)NCc3cccs3)C(=O)N(Cc3ccccc3)C1=CCC(C)(C)C2	-7	6	-0.3	8
CCCCCNC(=O)C(c1ccncc1)n1c(=O)c(-c2cc3ccccc3[nH]2)nc2ccccc21 (centres undefined)	-5	-146	1.3	-2
CC(C)c1cn(CC[C@@H]2CC[C@H](NS(=O)(=O)c3ccc(F)cc3)[C@@H](CO)O2)nn1	-4	3	0.0	2
COc1ccc2c(c1)[C@]1(C[C@H](O)CO1)C(=O)N2C	-10	7	-0.3	4
COC(=O)C1=CN(c2ccc(C)cc2)C(N)=C(C#N)C1c1ccccc1F (centres undefined)	-16	-8	0.1	24
O=C(C(=O)N1CCN(CCN2CCOCC2)CC1)c1ccccc1	-5	0	0.8	1
COC(=O)C(C(=O)OC)c1ccccc1CNS(=O)(=O)c1ccc(C)cc1	-8	2	1.9	-2
C[C@@]12CC[C@@H](C3=C(CCC3)C1)N2c1ccccc1	-6	6	0.2	-15
COC(=O)[C@@]12C[C@@H](CC(=O)NCC3CCCCC3)C(=O)N(Cc3cccc4ccccc34)C1=CCC(C)(C)C2	-4	-12	0.2	0
COC(=O)/C=C1\OCc2cc(OCc3ccccc3)ccc21	-16	-127	0.4	2
O=C(C[C@@H]1C=C[C@H](NS(=O)(=O)c2ccccc2F)[C@@H](CO)O1)NCCCN1CCOCC1	-5	10	-0.1	4
COC(=O)[C@@]12C[C@@H](CC(=O)NCc3ccc(OC)c(OC)c3)C(=O)N(Cc3ccco3)C1=CCC(C)(C)C2	-16	2	-0.2	1
CCCCNC(=O)C[C@@H]1C[C@@]2(C(=O)OC)CCCCC=C2N(CCc2ccc(OC)c(OC)c2)C1=O	-10	0	-0.1	-6
CCCCNC(=O)C[C@@H]1C[C@@]2(C(=O)OC)CC(C)(C)CC=C2N(Cc2ccco2)C1=O	-10	5	0.0	-4
COc1ccccc1C(C(=O)c1ccccc1)c1ccc2ccccc2c1 (centres undefined)	-8	-6	-0.1	12
CCCc1nc2ccccc2n1C(C(=O)NC(C)(C)C)C1CC1 (centres undefined)	-9	10	0.2	-7
(list continues)
SMILES	CaV13 FRET inh	HIF-2a block	aDG glyco act	Granule exo inh
CCCCNC(=O)C(NC(=O)c1cccnc1OC)C(=O)c1ccccc1 (centres undefined)	-5	-4	0.0	-4
O=C(NCC[C@@H]1CC[C@@H](NC(=O)c2cnccn2)[C@@H](CO)O1)c1ccc2c(c1)OCO2	-6	9	-0.1	4
CC1(C(=O)NCc2ccccc2)CN(S(C)(=O)=O)CC(=O)N1CCCN1CCOCC1 (centres undefined)	-16	3	-0.1	20
O=C(NCc1cccc(C(F)(F)F)c1)C1C(=O)Nc2ccccc2C(=O)N1Cc1ccccc1 (centres undefined)	-7	12	-0.2	-2
CCOC(=O)N1CCN(C(=O)C[C@@H]2C[C@@]3(C(=O)OC)CC(C)(C)CC=C3N(Cc3ccco3)C2=O)CC1	-10	9	0.2	4
COc1ccc(N2C(=O)c3ccccc3NC(=O)C2C(=O)Nc2ccc3c(c2)OCCO3)cc1 (centres undefined)	-8	-86	-0.2	-5
O=C(NCc1ccccc1)C1C(=O)Nc2ccccc2C(=O)N1C1CCCC1 (centres undefined)	-8	11	-0.2	-4
CSCCC(C(=O)NC1CCCC1)n1c(C2CCCC2)nc2ccccc21 (centres undefined)	-5	9	-0.1	-17
CC(C)C(C(=O)NC1CCCC1)N1CCC(O)(c2ccc(Cl)cc2)CC1 (centres undefined)	-4	2	1.4	-3
COC(=O)[C@@]12C[C@@H](CC(=O)N3CCSCC3)C(=O)N(Cc3ccc4c(c3)OCO4)C1=CCC(C)(C)C2	-16	-1	0.0	4
CO[C@H]1CN(C)C(=O)c2ccc(NC(=O)NC(C)C)cc2OC[C@H](C)NC[C@H]1C	-6	11	0.9	-5
CC(C(=O)NC1CCCC1)n1c(C2CCCC2)nc2ccccc21 (centres undefined)	-9	-1	0.1	-5
COc1ccc(C(=O)C(=O)N2CCN(C(=O)OCc3ccccc3)CC2)cc1	-17	-6	-0.2	0
COC(=O)C[C@@H]1C=C[C@H](NC(=O)c2ccccc2)[C@@H](CO)O1	-4	-3	0.0	-2
COC(=O)C[C@H]1C=C[C@@H](NC(=O)Nc2cccc(OC)c2)[C@@H](CO)O1	-4	-1	0.1	-5
CC1(C(=O)NCc2ccccc2)CSCC(=O)N1Cc1cccc(F)c1 (centres undefined)	-10	10	0.2	2
CC(C)NC(=O)C1(C)CN(S(C)(=O)=O)CC(=O)N1Cc1cccc(F)c1 (centres undefined)	-8	8	0.1	-6
CCOC(=O)c1noc2c1CCC2	-7	5	0.0	-4
O=C(/C=C1\OCc2ccccc21)c1ccccc1	-10	-166	0.0	13
O=C(NCc1ccccc1)C(c1ccc(-c2ccccc2)cc1)N1CCN(c2ccccc2F)CC1 (centres undefined)	-16	5	0.2	-4
O=C(Nc1ccc(F)cc1)C(c1ccnc2ccccc12)N1CCN(C(=O)c2ccco2)CC1 (centres undefined)	-3	15	0.1	3
CN(C)C(=O)C[C@@H]1C=C[C@@H](NC(=O)C2CCC2)[C@@H](CO)O1	-7	7	0.0	3
O=C(NCc1ccccc1)C(c1ccco1)N1CCN(C(=O)C2CCCO2)CC1 (centres undefined)	-10	8	0.2	0
COc1ccc(C(C(=O)NC2CCCC2)n2c(Cc3cc(F)cc(F)c3)nc3ccccc32)cc1 (centres undefined)	-15	-8	0.1	-7
COc1ccc(NC(=O)C(c2ccc(C#N)cc2)n2c(=O)c(-c3ccco3)nc3ccccc32)cc1 (centres undefined)	-6	-5	-0.2	13
CCC(=O)Nc1ccc2c(c1)OC[C@@H](C)NC[C@@H](C)[C@@H](OC)CN(C)C2=O	-4	16	0.0	1
COC(=O)C1=CN(c2ccc(Oc3ccccc3)cc2)C(N)=C(C#N)C1c1cccc(F)c1 (centres undefined)	-8	-18	0.1	0
O=C(NCc1ccco1)C1C(=O)Nc2ccccc2C(=O)N1C1CCCCC1 (centres undefined)	-9	-8	0.0	-4
